TCR act = activators of T cell receptors | Potency, µM (series often up to 9.22 µM), for the others: at the highest dose activation of IL-2 secretion, usual class: activators | 330,000 tested, under 10 active | primary human leukocytes, anti-CD3, IL-2 HTRF, 48 h; also: % of control where 0% means no effect
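IL-2 release read by HTRF sandwich (Eu cryptate donor, d2 acceptor, 665 nm emission) after 48 hr exposure of primary human leukocytes to compound together with anti-CD3 beads in the absence of co-stimulatory signals.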
Eya2 inh = inhibitors of human Eya2 phosphatase activity. O00167. recombinant Eya2, OMFP fluorescence dephosphorylation (OMFP is methylfluorescein phosphate). Potency, µM (top dose mostly 76.9 µM), for inactives: top-dose activity, negative = inhibition, actives largely listed as inhibitors. 0.006% of 330,000 active; also: potency is read from the fitted curve at half-maximal effect; % is scaled to controls: 0 for no effect and ±100 for the full control effect
Target sequence (O00167 whole entry, looked up): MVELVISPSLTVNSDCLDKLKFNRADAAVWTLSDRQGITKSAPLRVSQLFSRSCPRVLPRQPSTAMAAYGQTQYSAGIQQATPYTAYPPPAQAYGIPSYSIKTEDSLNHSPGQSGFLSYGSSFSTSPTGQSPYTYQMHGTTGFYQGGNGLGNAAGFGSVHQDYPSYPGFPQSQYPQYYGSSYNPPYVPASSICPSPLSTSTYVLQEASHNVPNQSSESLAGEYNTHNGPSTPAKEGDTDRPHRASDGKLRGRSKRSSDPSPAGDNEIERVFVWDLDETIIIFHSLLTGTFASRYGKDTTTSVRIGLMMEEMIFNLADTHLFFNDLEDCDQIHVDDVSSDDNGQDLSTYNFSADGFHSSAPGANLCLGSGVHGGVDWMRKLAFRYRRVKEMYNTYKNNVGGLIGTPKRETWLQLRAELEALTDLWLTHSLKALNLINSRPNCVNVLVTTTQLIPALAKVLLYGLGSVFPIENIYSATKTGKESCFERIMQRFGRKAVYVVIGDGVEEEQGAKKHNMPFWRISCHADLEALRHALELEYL
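Eya2 protein (added as 0.2 uM solution) was preincubated with compound for 10 min at ambient temperature in 50 mM HEPES pH 7.5, 50 mM NaCl, 5 uM MgCl2, 0.05% BSA, 1 mM DTT. OMFP (added at 50 uM) then reacted 10 min; fluorescence read at 485/525 nm.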
Tb PFK inh = T. brucei PFK enzyme inhibition; T. brucei PFK, ADP-Glo luminescence; Potency, µM (top dose mostly 57.5 µM), without a hit: at the highest dose activity, negative = inhibition, usual class: inhibitors; AID 485367; 0.17% of 330,000 active; O15648;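 also: potency is read from the fitted curve at half-maximal effect; 0% = uninhibited 1x PFK enzyme wells and -100% = no-enzyme wells; nearly all actives have a fitted effect of over 60% in size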
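PFK 1.25 nM, F6P 0.5 mM, ATP 0.1 mM, 0.1 M TEA pH 8.0, 5 mM MgCl2, 0.01% Tween20, 0.1% BSA; 45 min RT. ADP-Glo readout. qHTS titration up to 57 uM; curves fitted, compounds curve-classed.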
Mito fusion act = blocks mitochondrial division or promotes mitochondrial fusion | S. cerevisiae fusion-defective mutant growth rescue, CellTiterGlo 48 h | Potency, µM (highest dose often 46.1 µM), inactives show at the top dose growth rescue (activation), usual class: activators | 0.23% of 320,000 active | AID 485298;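 also: potency is read from the fitted curve at half-maximal effect; % of control where 0% means no effect; nearly all actives have a fitted effect of over 45% in size; temperature-sensitive fusion mutants such as fzo1-1 at 37 °C on non-fermentable ethanol glycerol medium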
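Yeast fusion mutant, YPEG (non-fermentable carbon), compound, 48 h at 37C non-permissive; CellTiterGlo added, 10 min RT, luminescence read. Rescued growth = division inhibition.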
a7 integrin act = activates integrin-mediated alleviation for muscular dystrophy; alpha7betagal myoblasts, beta-gal FDG fluorescence, 48 h; Potency, µM (titrated, usually from 38.3 µM), inactives show top-dose activation, usual class: activators; 0.064% of 350,000 active; AID 624291;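 also: potency is read from the fitted curve at half-maximal effect; 100% = response of the positive control SU9516; nearly all actives have a fitted effect of over 60% in size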
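Alpha7betagal+/- myoblasts (passage 13) were plated 16-24 hr, then exposed to compounds (1:260 dilution of DMSO stock) for 48 hours at 37C. After MPER lysis, β-galactosidase reporter activity was read as FDG fluorescence (ex 480/em 540) after 30 minutes.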
Chronic BCR inh = inhibitors of chronic active B-cell receptor signaling. ABC-DLBCL IkBa-CBG/CBR reporter, luminescence ratio, 4 h. Potency, µM (series often up to 46.1 µM), without a hit: at the top dose ratio change, negative = lower green/red ratio, most hits filed as inhibitors. 0.05% of 340,000 active; active = well fitted inhibition curve with a large enough effect in the signal ratio, with a control signal flat, not every such curve was filed as active; inconclusive = small, poorly fitted or top-dose-only effect, or effect the other way, or a change in a side signal; the % refers to the signal ratio;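 also: potency is read from the fitted curve at half-maximal effect; plate controls were basal doxycycline-induced cells for no effect and cells given 10 µM MG132 for full effect; MG132 reads +100%, hits lower the ratio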
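Doxycycline induced both beetle luciferases in TMD8 lymphoma cells; IKK-driven degradation limits the IkappaBalpha-fused green signal, while red luminescence normalises for cell number and nonspecific effects. Compounds tested up to 46 uM, 4 hrs.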
ELG1 DNA repair = ELG1-dependent DNA repair inhibition | HEK293T ELG1-luciferase reporter, luminescence, 16 h; DNA damage induced by 5-fluorouridine | 2.3% of 330,000 active | Potency, µM (highest dose often 46.1 µM), without a hit: top-dose activity change, negative = inhibition, hits mostly inhibitors; also: potency is read from the fitted curve at half-maximal effect; % is scaled to controls: 0 for no effect and ±100 for the full control effect; nearly all actives have a fitted effect of over 55% in size
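5-Fluorouridine DNA damage + compound/DMSO, 2,000 cells/well, 16 h, 37 °C/5% CO2. ONE-Glo, 30 min RT, luminescence. Readout = decrease in reporter signal.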
TSHR antagonist = antagonists of human thyroid stimulating hormone receptor | P16473 | activity change, negative = inhibition, % at 11.5 µM | TSHR-expressing cells, TSH-stimulated cAMP HTRF, 2 h; active compounds read low | 0.2% of 330,000 active;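 active = activity change below a set negative limit, meaning inhibition stronger than a set level, cut at about -70% in these data; inconclusive = activity change between two set negative limits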; also: % is scaled to controls: 0 for no effect and ±100 for the full control effect
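Antagonism was scored as loss of TSH-driven cAMP in TSHR cells, stimulated with 4nM TSH (EC80) for 2 hours at 37 deg C and detected by homogeneous HTRF competition immunoassay.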
AT treatment = potential ataxia-telangiectasia treatment. 0.19% of 320,000 active. […] A-T fibroblasts, KAP-1 phosphorylation AlphaLISA; neocarzinostatin DNA damage 30 min before lysis. Potency, µM (series often up to 57.5 µM), without a hit: top-dose activation, actives largely listed as activators. AID 485349; also: potency is read from the fitted curve at half-maximal effect; % of control where 0% means no effect; nearly all actives have a fitted effect of over 45% in size
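hTERT-immortalized A-T patient fibroblasts ([…]), 500 cells/well in OPTI-MEM, 1% FBS, got compounds for 60 min, then NCS for 30 min at 37C. Lysates were then assayed for phospho-KAP-1 by AlphaLISA (anti-pKAP1 donor, anti-KAP1 acceptor beads), 6 hr at 25C.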
S-ASM inh = blocks human secretory acid sphingomyelinase | 0.006% of 340,000 active | P17405 | placental ASM, HMU-PC fluorogenic substrate, 60 min | Potency, µM (doses to about 57.5 µM), for the others: at the highest dose activity change, negative = inhibition, most hits filed as inhibitors | AID 504937; also: potency is read from the fitted curve at half-maximal effect
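qHTS format. ASM enzyme prepared from human placenta hydrolyses the fluorogenic substrate HMU-PC0 (9 uM final) over 60 min at 37 °C after a 10 min compound preincubation.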
PTAP TSG101 blk = blocks PTAP/TSG101 interaction to inhibit HIV-1 budding; Fluorescence polarization, FITC-PTAP peptide / Tsg101 binding; Potency, µM (series often up to 115 µM), without a hit: top-dose activity change, negative = inhibition, hits mostly inhibitors; 340,000 tested, under 10 active; AID 493005; active = well fitted inhibition curve with a large enough effect in the main read-out, with a control signal flat, not every such curve was filed as active; inconclusive = small, poorly fitted or top-dose-only effect, or effect the other way, or a change in a side signal; inactive = no such curve, though single readings can be large or run the other way; also: potency is read from the fitted curve at half-maximal effect; % of control where 0% means no effect
Target sequence (Q99816 whole entry, looked up): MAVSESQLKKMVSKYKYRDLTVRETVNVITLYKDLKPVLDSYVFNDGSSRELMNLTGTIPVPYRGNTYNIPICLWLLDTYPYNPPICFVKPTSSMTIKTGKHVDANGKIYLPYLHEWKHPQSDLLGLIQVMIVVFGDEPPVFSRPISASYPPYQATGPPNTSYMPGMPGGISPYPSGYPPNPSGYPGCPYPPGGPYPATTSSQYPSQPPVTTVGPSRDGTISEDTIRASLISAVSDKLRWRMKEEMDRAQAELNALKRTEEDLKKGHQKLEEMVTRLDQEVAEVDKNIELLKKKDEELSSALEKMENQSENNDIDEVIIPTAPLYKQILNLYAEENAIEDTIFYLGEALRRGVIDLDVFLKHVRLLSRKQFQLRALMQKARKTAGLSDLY
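FP read-out: FITC-PTAP peptide, 50 nM final, binding Tsg101 binding domain, 10 uM final; 20 min, r.t.; 10 mM HEPES pH 7.5, 0.15 M NaCl, 0.01% Tween 20, 3 mM EDTA, 0.1 mM TCEP.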
Numbers without * were called inactive; ? = inconclusive; . = not tested or not shown; [ ] = another dose, or the depositor's remark. Unless noted, calls follow the shape of the dose curve; as a rule, active = well fitted curve in the direction sought with a large enough effect; inconclusive = small, poorly fitted or top-dose-only effect, or another doubt; inactive = no such curve, though single readings can be large; an effect the other way counts as inactive or inconclusive.

SMILES	TCR act	Eya2 inh	Tb PFK inh	Mito fusion act	a7 integrin act	Chronic BCR inh	ELG1 DNA repair	TSHR antagonist	AT treatment	S-ASM inh	PTAP TSG101 blk
CCCC(=O)Nc1ccc(S(=O)(=O)N2CCC(c3nc4ccccc4[nH]3)CC2)cc1	-2%	-5%	4%	-1%	-15%	?	?	1	6%	0%	2%
COc1cc(NS(=O)(=O)c2ccc3c(c2)n(C)c(=O)n3C)cc(OC)c1	9%	-7%	3%	2%	5%	?	-9%	-5	2%	1%	-3%
CCN(CC)S(=O)(=O)c1ccc(C)c(NC(=O)COc2ccc(Br)cc2Cl)c1	-2%[46.1 µM]	6%	0%	-3%	10%	1%	0%	-8	1%	1%	-4%
COc1ccccc1NC(=O)Nc1c(C)n(C)n(-c2ccccc2)c1=O	5%	-11%	-19%	2%	19%	0%	8%	9	-5%	1%	-6%
Cc1ccc(NS(=O)(=O)c2ccc(-c3csc(C)n3)s2)c(C)c1	2%	-10%	-12%	8%	-7%	1%	?	10	3%	?	-2%
CCN(CC)C(=O)CSc1nnc2nnc3cc(C)ccc3n12	-16%	0%	1%	2%	-32%	15%	17%	-7	-9%	5%	-3%
Cc1nnc(NCc2ccccc2)c2ccccc12	8%	-1%	4%	-1%	16%	.	7%	-14	5%	-1%	2%
COC(=O)CCCC(=O)NCC1(N(C)Cc2ccccc2)Cc2ccccc2C1	.	0%	-2%	2%	0%	1%	-18%	1	4%	3%	-1%
O=C(CSc1cccc(C(F)(F)F)c1)Nc1cc(S(=O)(=O)N2CCCC2)ccc1Cl	-2%[46.1 µM]	-8%	-9%	-2%	4%	?	-18%	9	?	0%	-1%
Cc1ccc(C(=O)CCC2CCCCC2=O)cc1 (stereo not given)	-6%	12%	-3%	2%	14%	?	?	-3	.	4%	-5%
Cc1cc(C)cc(NC(=O)c2ccc(CSc3nnnn3C)cc2)c1	-4%	-3%	0%	0%	17%	?	27%	-11	5%	-8%	-13%
Cn1c(CNC(=O)CNS(=O)(=O)c2ccccc2)cc(=O)n(C)c1=O	-7%	-4%	-1%	?	-13%	-1%	0%	7	-5%	5%	-5%
COc1ccccc1OCCNC(=O)c1ccc(Br)cc1	-19%	3%	3%	-29%	11%	?	?	2	7%	1%	-9%
O=C(NC1CCCCC1)N1CCCCCCC1	3%	-14%	-3%	2%	4%	?	-5%	2	-1%	2%	-8%
CCC(Oc1cccc(C)c1)C(=O)Nc1ccccc1C(=O)N1CCOCC1 (stereo not given)	4%	1%	3%	5%	-3%	1%	-8%	0	12%	0%	.
CN(C)c1ccc(/C=N/NC(=O)CNC(=O)c2ccncc2)cc1	-8%	-7%	-14%	0%	0%	0%	-4%	-24	4%	26%	-2%
CCn1c(SCC(=O)Nc2ccc(C(=O)OC)cc2)nc2cccnc21	-2%[46.1 µM]	6%	0%	10%	0%	-2%	?	-9	4%	-3%	-5%
C=C1SC(=Nc2ccccc2Cl)N(C(=O)c2sc3ccccc3c2Cl)C12CCCCC2	.	6%	3%	-11%	.	?	0%	10	7%	.	.
COc1ccccc1CNC(=O)c1cc2c(C)nn(Cc3ccc(F)cc3)c2s1	-1%	1%	3%	16%	7%	?	?	4	-5%	-14%	0%
CCN1CCN(C(=O)CN(CC)S(=O)(=O)c2ccc(F)cc2)CC1	5%	6%	-2%	-2%	0%	4%	6%	-1	2%	1%	0%
Brc1ccc(CNCc2cccs2)cc1	1%[46.1 µM]	-1%	0%	4%	10%	?	1%	-6	16%	-2%	0%
CCCCN1CCc2c([nH]c3c(C)cccc23)C1=O	.	6%[15.4 µM]	2%	8%	-26%	-7%	?	0	22%	0%	-8%
Cc1cccc(C)c1OCC(=O)N(Cc1ccco1)C1CCS(=O)(=O)C1 (stereo not given)	1%	-13%	5%	1%	10%	0%	23%	-2	-2%	1%	0%
CS(=O)(=O)N1CCC(C(=O)Nc2cccc(C(F)(F)F)c2)CC1	-1%	-1%	-13%	-1%	-13%	-4%	0%	-2	12%	-1%	-7%
CN(C)CCNC(=O)NC1CCCCC1	-2%	6%[15.4 µM]	-1%	3%	25%	1%	3%	7	8%	4%	-4%

Single values from the results shown:
PTAP TSG101 blk result of CCCCN1CCc2c([nH]c3c(C)cccc23)C1=O : -8%
Eya2 inh result of CS(=O)(=O)N1CCC(C(=O)Nc2cccc(C(F)(F)F)c2)CC1 : -1%

The list continues.
SMILES	TCR act	Eya2 inh	Tb PFK inh	Mito fusion act	a7 integrin act	Chronic BCR inh	ELG1 DNA repair	TSHR antagonist	AT treatment	S-ASM inh	PTAP TSG101 blk
COC(=O)c1ccccc1N/C=C1\CCc2c(c(C)nn2-c2ccccn2)C1=O	-4%	-16%	-3%	-1%	10%	-1%	?	-9	-8%	247%[activator]	1%
CC(C)c1ccc(NC(=O)C2CSC3(C)CCC(=O)N23)cc1 (stereo not given)	-3%	-2%	2%	0%	5%	0%	-7%	-1	7%	1%	-8%
O=C(COC(=O)c1ccccc1Br)Nc1ccc2[nH]c(=O)[nH]c2c1	2%	22%	?	-1%	15%	-11%	1%	2	1%	-1%	1%
CCC(CC)NCc1ccc2c(c1)c1ccccc1n2CC	0%	-6%	-30%	-12%	-68%[inhibitor]	?	?	27	9%	-5%	-1%
O=C(Nn1c(SCc2ccc([N+](=O)[O-])cc2)nc2ccccc2c1=O)c1ccc(F)cc1	-7%[46.1 µM]	-5%	1%	2%	?	?	?	-74*	0%	-11%	3%
CC1Cc2ccccc2N1CC(=O)Nc1ccc(N2CCOCC2)cc1 (stereo not given)	0%	23%	-4%	4%	-4%	0%	6%	16	3%	4%	-10%
Cc1cccc(-n2c(C)nc3c(cnn3-c3ccc(F)cc3)c2=O)c1	0%	-15%	0%	1%	-47%[inhibitor]	4%	?	-5	15%	-1%	-7%
Cc1cc2oc(C(=O)NCCc3ccc(S(N)(=O)=O)cc3)c(C)c2cc1C	1%	10%	3%	-7%	-3%	0%	-4%	10	-5%	-4%	1%
CC(=O)c1nn(-c2cccc(Cl)c2)cc1C(=O)c1ccco1	-2%	3%	0%	-2%	-35%	-1%	0%	-3	6%	-3%	-5%
O=C(Cc1noc2ccccc12)NNC(=S)Nc1ccccc1	0%	-5%	-4%	2%	-1%	?	1%	-1	-5%	0%	-2%
Cc1cc(NC(=O)c2cc(S(=O)(=O)N3CCCCC3)ccc2C)no1	-6%	7%	?	.	0%	-3%	-3%	12	-4%	14%	1%
Cc1occc(=O)c1OCc1c(F)cccc1Cl	-2%	3%	-1%	-4%	-2%	1%	28%	-4	3%	-6%	-2%
Cc1ccc2nc(C)cc(C(=O)Nc3nccs3)c2c1	0%	-1%	1%	-8%	-15%	11%	1%	-7	1%	-10%	-3%
CCOc1cc(/C=N/N2C(=O)NC3(CCCCC3)C2=O)cc(Br)c1O	1%	16%	5%	-6%	0%	?	?	-12	5%	12%	-2%
Cc1cccc(NC(=S)NNC(=O)c2csc3c2CCC(C)C3)c1 (stereo not given)	-125%	-38%	1%	0%	10%	?	?	-1	-4%	-10%	-1%
CCCCNC(=O)CCCCn1c(=S)[nH]c2c([nH]c3ccc(OC)cc32)c1=O	5%	-24%	1%	1%	-41%	-2%	-10%	-1	-2%	11%	-2%
CCCc1cc(=O)[nH]c(NCCc2ccccc2)n1	.	?	0%	2%	10%	?	11%	2	3%	3%	0%
Cc1ccc(O)c(NC(=O)C2CCCN2C(=O)OCc2ccccc2)c1 (stereo not given)	-3%	7%	0%	8%	0%	-4%	0%	8	-3%	2%	-2%
Fc1ccc(-c2nnc(CSc3nnc4ccccn34)o2)cc1	2%[46.1 µM]	-4%	7%	-3%	22%	0%	?	21	10%	-1%	0%
Cc1cc(OCC(O)CN2CCc3ccccc3C2)cc(C(C)C)c1 (stereo not given)	-2%	-2%	1%	-11%	19%	?	?	20	37%	-1%	-14%
